Assay outcomes (PubChem BioAssay)
AmpC inh no detg: inhibitors of E. coli AmpC beta-lactamase without detergent; P00811; Potency, µM (top dose mostly 57.1 µM), without a hit: top-dose activity change, negative = inhibition, hits mostly inhibitors; AID 485341; AmpC nitrocefin hydrolysis, absorbance 480 nm, 0.0001% Triton; actives 0.52% (n = 330,000);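 note: potency is the fitted concentration of half-maximal effect; plate controls were no compound for no effect and no enzyme for full effect; nearly all actives have a fitted effect of over 20% in size; some results filed as inactive show a strong effect at the top dose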
Target sequence (P00811 whole entry, looked up): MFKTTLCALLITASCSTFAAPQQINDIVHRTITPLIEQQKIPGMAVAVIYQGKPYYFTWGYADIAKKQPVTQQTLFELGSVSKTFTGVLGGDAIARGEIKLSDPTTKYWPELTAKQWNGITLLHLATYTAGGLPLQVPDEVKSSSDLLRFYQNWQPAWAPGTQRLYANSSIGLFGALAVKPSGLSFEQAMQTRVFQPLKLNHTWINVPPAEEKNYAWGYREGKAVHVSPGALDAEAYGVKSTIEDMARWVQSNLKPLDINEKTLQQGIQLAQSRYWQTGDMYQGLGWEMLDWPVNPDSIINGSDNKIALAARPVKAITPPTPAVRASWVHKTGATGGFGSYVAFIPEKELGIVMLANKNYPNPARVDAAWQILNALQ
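AmpC (5.3 nM in the dispensed reagent) in 20 mM phosphate pH 7.0 with 0.01% (detergent screen) or 0.0001% Triton X-100 was preincubated with compounds for 15 min at room temperature. Nitrocefin was then added from an 800 uM solution, and hydrolysis was followed at 480 nm.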
AmpC detergent: inhibitors of E. coli AmpC beta-lactamase with detergent; Potency, µM (top dose mostly 114 µM), for inactives: top-dose activity change, negative = inhibition, usual class: inhibitors; actives 0.041% (n = 370,000); P00811; AmpC hydrolysis of nitrocefin, absorbance 480 nm, 0.01% Triton;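 note: potency is the fitted concentration of half-maximal effect; 0% = no-compound wells and -100% = no-enzyme wells; nearly all actives have a fitted effect of over 25% in size; some results filed as inactive show a strong effect at the top dose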
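20 mM phosphate pH 7.0 + 0.01% (detergent screen) or 0.0001% Triton X-100; 5.3 nM AmpC reagent; cpd preinc 15 min RT; nitrocefin (800 uM stock) to start; A480 q20 s × 4 min; Activity was normalised to no-enzyme and no-compound control wells.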
AMA1-RON2 inh: disrupts binding of P. falciparum AMA1 to RON2. AlphaScreen AMA1-biotinylated RON2 peptide binding. Potency, µM (titrated, usually from 58.2 µM), for the others: top-dose activity change, negative = inhibition, usual class: inhibitors. actives 0.2% (n = 360,000);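 note: potency is the fitted concentration of half-maximal effect; 0% = vehicle wells and -100% = peptide control; nearly all actives have a fitted effect of over 45% in size; some results filed as inactive show a strong effect at the top dose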
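AMA1 (3D7) with his tag at 25 nM final met compounds first, then biotinylated RON2 peptide at 25 nM; detection used donor plus acceptor beads, 10 µg/mL apiece, read by AlphaScreen after 30 min at room temperature.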
HCMV inh: blocks human cytomegalovirus replication; HFF cells, HCMV-luciferase reporter, 72 h; stronger effect = lower value; activity change, negative = inhibition, % at 57.5 µM; actives 4.5% (n = 410,000); AID 1259415; in the data active = activity change below about -60%; inconclusive = no clear call, values can overlap the other calls; inactive = above about -39%
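Compounds were evaluated in HFFs infected with an HCMV luciferase reporter virus (MOI 1 PFU/cell). Luciferase in lysates collected 72 h post infection served as the replication measure.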
TbPYK inhibitor: inhibitors of Trypanosoma brucei pyruvate kinase. Q57TT1. TbPYK enzyme, Kinase-Glo Plus ATP luminescence, 45 min. Potency, µM (doses to about 76.8 µM), inactives show top-dose activity, negative = inhibition, usual class: inhibitors. actives 0.12% (n = 410,000); note: potency is the fitted concentration of half-maximal effect; nearly all actives have a fitted effect of over 50% in size
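Screened from lowest to highest concentration, compounds were pinned into TbPYK/substrate mixtures, and ADP (130 uM final) was added. Plates sat at room temperature for 45 min prior to Kinase-Glo Plus detection by luminescence.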
LmPK inhibitor: inhibitors of Leishmania mexicana pyruvate kinase | purified LmPK, Kinase-Glo ATP luminescence, 1 h | actives 0.37% (n = 290,000) | Potency, µM (doses to about 57.5 µM), for inactives: at the highest dose activity change, negative = inhibition, most hits filed as inhibitors; note: potency is the fitted concentration of half-maximal effect
Target sequence (Q27686 whole entry, looked up): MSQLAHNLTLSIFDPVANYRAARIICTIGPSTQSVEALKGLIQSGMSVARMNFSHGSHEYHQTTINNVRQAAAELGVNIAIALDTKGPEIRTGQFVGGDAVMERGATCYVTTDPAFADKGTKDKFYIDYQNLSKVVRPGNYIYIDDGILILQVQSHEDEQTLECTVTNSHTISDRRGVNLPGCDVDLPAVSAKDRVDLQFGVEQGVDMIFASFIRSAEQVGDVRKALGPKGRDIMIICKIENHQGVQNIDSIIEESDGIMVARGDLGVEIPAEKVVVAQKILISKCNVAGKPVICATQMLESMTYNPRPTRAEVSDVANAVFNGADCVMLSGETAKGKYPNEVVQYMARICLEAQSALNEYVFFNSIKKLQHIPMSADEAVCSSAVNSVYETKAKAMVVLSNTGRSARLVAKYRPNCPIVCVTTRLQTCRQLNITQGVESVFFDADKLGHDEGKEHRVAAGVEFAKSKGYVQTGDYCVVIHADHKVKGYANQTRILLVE
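Kinase-Glo luminescence read after 1 h RT reaction of 0.1 nM LmPK with 0.5 mM PEP and 0.1 mM ADP. Activity scaled between uninhibited and enzyme-free controls.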
Sm TGR inh: blocks Schistosoma mansoni thioredoxin glutathione reductase | purified TGR, DTNB reduction, TNB absorbance 405 nm | Potency, µM (top dose mostly 114 µM), without a hit: at the highest dose activity change, negative = inhibition, actives largely listed as inhibitors | actives 3% (n = 360,000); note: potency is the fitted concentration of half-maximal effect; nearly all actives have a fitted effect of over 60% in size
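First, TGR (20 nM dispensed) and NADPH were mixed with compound. Second, a 15 min room-temperature incubation followed. Third, further NADPH and then DTNB were added to start the reaction. Finally, TNB absorbance was monitored kinetically.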
Starred values were filed as active, the others as inactive; ? = inconclusive; · = not tested or not shown; & = joins results of further samples; [ ] = remark or other dose. Unless noted, calls come from the whole dose curve; as a rule, active = well fitted curve in the direction sought with a large enough effect; inconclusive = small, poorly fitted or top-dose-only effect, or another doubt; inactive = no such curve, though single readings can be large; an effect the other way counts as inactive or inconclusive. Unless noted, % is set by controls: 0 for no effect and ±100 for the full control effect.

Start of the listing, in advance:
SMILES	AmpC inh no detg	AmpC detergent	AMA1-RON2 inh	HCMV inh	TbPYK inhibitor	LmPK inhibitor	Sm TGR inh
O=C(c1ccc(Cl)c([N+](=O)[O-])c1)N1CCN(Cc2ccc3c(c2)OCO3)CC1	96%[activator]	1%	-4%	-35	7%	1%	-3%
C=CCC[C@@H](Cc1ccc(F)cc1)C(=O)OC[C@H](C)NC(=O)[C@@H](CC=C)CC(=O)N(CCO)Cc1ccccc1	205%[activator]	·	-15%	-7	-1%	·	·
O=C(NCc1nnc(SCC(=O)N2CCCC2)o1)c1ccccc1	-5%	0%	2%	-1	-22%	-5%	-14%
CCOC(=O)CN1C(=O)C(Sc2n[nH]c(-c3ccc(C)cc3)n2)CCc2ccccc21 (stereo not drawn)	-22%	?	-5%	?	2%	3%	1%

This part in full (from the top)
SMILES	AmpC inh no detg	AmpC detergent	AMA1-RON2 inh	HCMV inh	TbPYK inhibitor	LmPK inhibitor	Sm TGR inh
O=C(c1ccc(Cl)c([N+](=O)[O-])c1)N1CCN(Cc2ccc3c(c2)OCO3)CC1	96%[activator]	1%	-4%	-35	7%	1%	-3%
C=CCC[C@@H](Cc1ccc(F)cc1)C(=O)OC[C@H](C)NC(=O)[C@@H](CC=C)CC(=O)N(CCO)Cc1ccccc1	205%[activator]	·	-15%	-7	-1%	·	·
O=C(NCc1nnc(SCC(=O)N2CCCC2)o1)c1ccccc1	-5%	0%	2%	-1	-22%	-5%	-14%
CCOC(=O)CN1C(=O)C(Sc2n[nH]c(-c3ccc(C)cc3)n2)CCc2ccccc21 (stereo not drawn)	-22%	?	-5%	?	2%	3%	1%
C[C@@H]1CN([C@@H](C)CO)C(=O)c2cc(NC(=O)C3CCCCC3)ccc2O[C@@H](C)CCCCO[C@H]1CN(C)S(=O)(=O)c1ccc(Cl)cc1	·	·	7%	-29	-3%	·	·
Cc1ccc(CNC(=O)C(=O)NCC2OCCN2C(=O)c2cccs2)cc1 (stereo not drawn)	-20%	-4%	20%	-11	2%	-3%	-7%
CCOC(=O)CS(=O)(=O)c1ccc2ccccc2c1	-16%	-5%	6%	17	0%	1%	-15%
O=c1cc(CN2CCNCC2)nc2sccn12	-11%	1%	5%	-14	-16%	-1%	?
O=C(NC(=S)Nc1ccccc1[N+](=O)[O-])c1ccccc1Cl	-25%	-9%	21%	-26	-2%	0%	?
CCN1CCN(Cc2cccnc2)CC1	-10%	0%	7%	31	-3%	-2%	2%
COc1cc(OC)cc(-c2n[nH]c(=S)n2-c2ccc3c(c2)OCO3)c1	-36%	?	53%[activator]	-4	?	5µM*	-1%
O=C(Nc1cccc(-n2cnnn2)c1)c1ccccc1Br	-21%	-2%	2%	-30	6%	-2%	-12%
CSc1nn(CCc2ccncc2)c(=S)s1	-6%	-1%	13%	-31	-8%	1%	35µM*
CC(C)CN(/C=N/c1sc2c(c1C#N)CCCCC2)CC(C)C	-17%	-3%	-10%	7	-4%	2%	-9%
Cc1cc(C(=O)CN2C(=O)NC3(CCCCCC3)C2=O)c(C)n1C	-27%	?	7%	55	0%	·	-7%
Cc1ccccc1CN1C(=O)c2ccccc2Sc2ccc(C(=O)NCCN3CCOCC3)cc21	197%[activator]	5%	0%	0	12%	0%	-6%
CCCCC/C=C/C1=CC(=O)C[C@H](c2ccc(Cl)cc2)C1	-1%	10%	1%	9	-10%	·	-29%
CCCN(CC(=O)Nc1cc(Cl)ccc1Cl)C(=O)c1ccc(N2CCCC2=O)cc1	74%[activator]	?	-2%[11.6 µM]	0	-4%	·	-19%
Cc1csc2nc(CNS(=O)(=O)c3ccc(-c4ccccc4)cc3)cn12	-25%	-5%	-6%	-22	-3%	9%	-15%
COc1cccc(C(=O)NCc2ccc3c(c2)OCO3)c1	-18%	?	10%	19	?	2%	-14%
O=C(O)/C=C/c1ccc(-c2cccc(C(F)(F)F)c2)o1	-24%	?	6%	10	0%	0%	0%
O=C(/C=C/Nc1ccccc1)c1ccc(Oc2ncccn2)cc1	-12%	-1%	4%	54	2%	-21%	8%
O=C(Nc1ccccc1)P(=O)(O)c1ccccc1	·	·	-18%	42	-6%	·	·
CCCCNC(=O)c1cc2c(=O)n3cccc(C)c3nc2n1C	-1%	-15%	·	·	·	4%	-12%
O=C(C1CCN(S(=O)(=O)c2ccc3ccccc3c2)CC1)N1CCN(c2ncccn2)CC1	134%[activator]	-10%	-16%	-32	2%	7%	-23%
Cc1c(C)n(Cc2ccccc2)c2ccc(C(=O)O)cc12	·	·	7%	44	2%	·	·
CC1(C)C(=O)C2(CCCCC2)C(=O)OC1c1cccn1-c1ccc([N+](=O)[O-])cc1 (stereo not drawn)	-3%	?	-17%	-4	-3%	-2%	-13%
O=C(Nc1ccc2c(c1)C(=O)OC2)Nc1cccc2ccccc12	0%	1%	-9%	?	8%	6%	-1%
CCOC(=O)[C@]12CCCC=C1N(Cc1ccco1)C(=O)[C@H](CC(=O)N1CCOCC1)C2	·	·	2%	1	3%	·	·
CC(=O)NNc1[nH]c2c(c(=O)c1[N+](=O)[O-])c(=O)n(C)c(=O)n2C	-3%	5%	-9%	-23	11%	0%	·
O=C(CNCc1ccccc1)Nc1ccc(Oc2ccccc2)cc1	18%	0%	-24%	-30	8%	1%	-3%[57.1 µM]
COCCC(=O)N1CCCC(N2CCN(c3ccc(F)cc3)CC2)C1 (stereo not drawn)	-8%	-3%	10%	52	1%	-2%	8%
CCCc1cc(C(=O)NCc2ccco2)no1	-8%	-9%	-8%	17	0%	3%	?
Cc1nn(-c2ccccc2)nc1C(=O)Nc1ccc2[nH]ncc2c1	-27%	-10%	-4%	-12	1%	2%	-7%
CCc1ccccc1NC(=O)Cn1nc(C)c2nn(-c3ccc(Cl)cc3)c(C)c2c1=O	·	18%	·	54	2%	·	1%
O=c1[nH]c(N2CCN(Cc3ccccc3)CC2)nc2c1CCC2	0%	-4%	-23%	2	2%	2%	4%
CC(=O)Nc1ccc(C(=O)OCC(=O)c2ccc(S(=O)(=O)N3CCCCC3)cc2)cc1	-8%	-13%	8%	2	2%	·	-1%
O=C(C1CCN(S(=O)(=O)c2ccccc2)CC1)N1CCN(Cc2ccc3c(c2)OCO3)CC1	1%	0%	7%	-7	-1%	0%	-5%
CCS(=O)CCSc1nc2ccccc2s1 (stereo not drawn)	7%	3%	2%	7	2%	1%	-16%
CNC(=O)c1sccc1S(=O)(=O)Cc1c(Cl)cccc1Cl	-6%	?	-2%	10	4%	3%	-22%
CCC(C)C(=O)Nc1nnc(SCC(=O)Nc2ccccc2F)s1 (stereo not drawn)	-22%	2%	-12%	53	2%	0%	4%
FC(F)(F)c1cc(NCc2cccs2)n2ncnc2n1	-8%	6%	1%	8	-10%	3%	2%
CC(C)Oc1ccc(CCN)cc1Cl	-10%	-10%	12%	1	-3%	-4%	3%
COC(=O)[C@@H](NC(=O)Nc1ccc2c(c1)OCCO2)C(C)C	-12%	?	2%	43	2%	5%	2%
O=C(CCn1c(=O)oc2ccccc21)NCc1cccs1	-6%	5%	0%	-15	2%	0%	14%
C=CCN=C1CC(C)(C)CC(=O)/C1=C(/O)CCC(=O)OC	-4%	-10%	1%	16	-6%	1%	-28%
Cc1c(C(=O)Nc2cccc(N(C)S(C)(=O)=O)c2)cccc1[N+](=O)[O-]	-17%	-1%	2%	21	-6%	-1%	-7%
CC(=O)c1cccc(NC(=O)c2ccc3ccccc3c2)c1	-51%	?	2%	85	-1%	-2%	3%
COc1ccc(NC(=O)Cc2cccs2)c(OC)c1	0%	-8%	-8%	0	2%	2%	0%
CC(=O)c1ccc(-c2cnc3c(NC=O)cc(-c4ccc(C(=O)N5CCOCC5)cc4)cn23)cc1	·	·	17%	-4	-1%	·	·
CCN(c1ccccc1)S(=O)(=O)c1ccc(Cl)c(C(=O)N(CC2CCCO2)C2CCS(=O)(=O)C2)c1 (stereo not drawn)	183%[activator]	3%	30%[activator]	?	1%	1%	7%
O=C(Nc1nc(-c2ccc(S(=O)(=O)N3CCCCCC3)cc2)cs1)c1ccccc1	-38%	-13%	11%	-73*	0%	1%	1%
COc1ccccc1N(C(=O)c1snc(C(N)=O)c1N)C(C(=O)NC1CCCC1)c1ccc(N(C)C)cc1 (stereo not drawn)	-9%	-6%	-21%	4	-4%	-6%	1%
COc1ccc(C(=O)c2sc(Nc3ccc(NC(C)=O)cc3)nc2C)cc1	?	-10%	-3%	-25	-6%	-4%	-1%
CC(C)(C)C(=O)Nc1cc2c3c(c1)CCC(=O)N3CCC2	-7%	?	-6%	-25	-3%	-8%	-7%
NS(=O)(=O)c1ccc(CCNC(=O)c2ccc3nc4ccc(Cl)cc4c(=O)n3c2)cc1	-20%[11.4 µM]	?	-4%	-31	0%	0%	-26%
Cc1ccc(N2C(=O)CC(NCC3CCCO3)C2=O)cc1 (stereo not drawn)	-4%	0%	29%	-23	1%	-5%	4%[57.1 µM]
COCCCNC(=O)c1ccc2c(c1)nc(C)n2-c1cccc(C)c1	4%	-11%&2%	3%	6&-6	-4%&1%	10%	2%&8%
O=C(CSc1nnc2ccccn12)NC(=O)c1ccccc1Cl	-26%	·	0%	0	4%	·	·
C=CCn1c(=N)c(C#N)cc2c(=O)n3ccccc3nc21	-18%	-11%	1%	-15	2%	1%	-8%

Only AmpC detergent, for 4 of the compounds above:
| smiles | AmpC detergent |
| --- | --- |
| CC(C)Oc1ccc(CCN)cc1Cl | -10% |
| COC(=O)[C@@H](NC(=O)Nc1ccc2c(c1)OCCO2)C(C)C | ? |
| O=C(CCn1c(=O)oc2ccccc21)NCc1cccs1 | 5% |
| C=CCN=C1CC(C)(C)CC(=O)/C1=C(/O)CCC(=O)OC | -10% |

Next section.
SMILES	AmpC inh no detg	AmpC detergent	AMA1-RON2 inh	HCMV inh	TbPYK inhibitor	LmPK inhibitor	Sm TGR inh
COc1ccc(NC(=O)c2cc(C3CC3)nc3c2c(C)nn3-c2ccccc2)c(OC)c1	·	23%	·	-1	-1%	·	-2%
Oc1ccccc1-c1cncn1Cc1ccccc1	-31%	-21%	-2%	?	4%	4%	-1%
Cc1ccc(-c2csc(/C(C#N)=C/Nc3ccc4c(c3)OCCO4)n2)cc1	-7%	?	-4%	33	8%	-1%	0%
CCOCCn1ccc2c(OCC(=O)Nc3ccc(C(N)=O)cc3)cccc2c1=O	·	3%	·	25	4%	·	5%
CCCCCCn1c(SCCN2CCOCC2)nc2c1c(=O)[nH]c(=O)n2C	1%	2%	-8%	-12	-18%	0%	7%
CCCN(CC1CC1)C(=O)CSc1nnc(-c2ccco2)n1N	-13%	5%	·	·	·	16%	50µM*

Rows are unselected; about 7.4% have a hit in one of these screens.
